High-throughput results (PubChem)
HTT ATP protect = qHTS Multiplex Assay to Identify Dual Action Probes in a Cell Model of Huntington: Cytoprotection (ATP); PC12 HTT-Q103 induced, cytoprotection, ATP luminescence, 40 h; Potency, µM (highest dose often 56.4 µM), for the others: cytoprotection (ATP increase), usual class: activators; hit rate 0.14% among 230,000; AID 1471, 2008;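 also: potency is read from the fitted curve at half-maximal effect; % of control where 0% means no effect; nearly all actives have a fitted effect of over 45% in size; toxic huntingtin expression switched on by the ecdysone agonist tebufenozide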
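Cells were plated at 1500 per well in phenol red-free DMEM with 5% equine and 5% calf serum. Tebufenozide (100 nM final) and compounds were added, then ATPlite reagent, and luminescence was read.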
HttQ103 aggreg = qHTS Multiplex Assay to Identify Dual Action Probes in a Cell Model of Huntington: Aggregate Formation (GFP) | hit rate 1.1% among 220,000 | Potency, µM (highest dose often 46.1 µM), inactives show at the highest dose activity change, negative = inhibition, actives largely listed as inhibitors | PC12 HttQ103-GFP aggregates, Acumen cytometry, 40 h; also: potency is read from the fitted curve at half-maximal effect; % is scaled to controls: 0 for no effect and ±100 for the full control effect; nearly all actives have a fitted effect of over 60% in size
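Inducible Q103 Huntingtin exon 1–GFP PC12 line, 1500 cells/well in phenol red free DMEM with 5% equine and 5% calf serum. Tebufenozide 100 nM induced expression; compounds titrated; aggregates quantified by cytometry.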
Luc counter = Counterscreen for Luciferase (Kinase-Glo TM) Inhibition | Potency, µM (series often up to 38.3 µM), without a hit: top-dose activity change, negative = inhibition, hits mostly inhibitors | Kinase-Glo luciferase, ATP luminescence, 8 min | Luciferin 4-monooxygenase (Photuris pensylvanica), Q27757 | AID 1379, 2008 | hit rate 0.28% among 200,000; also: potency is read from the fitted curve at half-maximal effect; % is scaled to controls: 0 for no effect and ±100 for the full control effect; nearly all actives have a fitted effect of over 60% in size
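Kinase-Glo luciferase light output from ATP and luciferin was measured with 10 uM ATP, within the enzyme's linear range. Buffer: 50 mM imidazole pH 7.2, 50 mM KCl, 7 mM MgCl2, 0.01% Tween 20, 0.05% BSA; luminescence read after 8 min at ambient temperature.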
Lamin A splicing = qHTS Assay for Modulators of Lamin A Splicing; HeLa LMNA splicing GFP/RFP minigene ratio, 48 h; Potency, µM (top dose mostly 46.1 µM), for the others: top-dose ratio change, negative = inhibition, most hits filed as inhibitors; hit rate 0.01% among 200,000; AID 1487, 2009; active = well fitted inhibition curve with a large enough effect in the signal ratio, with a control signal flat, not every such curve was filed as active; inconclusive = small, poorly fitted or top-dose-only effect, or effect the other way, or a change in a side signal; the % refers to the signal ratio; also: potency is read from the fitted curve at half-maximal effect; % is scaled to controls: 0 for no effect and ±100 for the full control effect
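S3 HeLa cells stably expressing lamin A-EGFP splicing minigene plus DsRed2, 600 cells/well, 48 h compound exposure at 37C. Laser-scanning cytometry; analysed as GFP (500-530 nm)/RFP (575-640 nm) total intensity ratio; 0.5% DMSO vehicle.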
IMPase Li inh = qHTS Assay for Identifying the Cell-Membrane Permeable IMPase Inhibitors: Potentiation with Lithium; CHO-M1 cells, IP1 TR-FRET (IP-One), carbachol + lithium; Potency, µM (doses to about 59.4 µM), for the others: at the highest dose activity, negative = IMPase inhibition, actives largely listed as inhibitors; hit rate 0.35% among 210,000;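 also: IP1 builds up when IMPase is blocked and the TR-FRET signal falls; potency is read from the fitted curve at half-maximal effect; plate controls were basal vehicle for no effect and high inhibitor control for full effect; nearly all actives have a fitted effect of over 50% in size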
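Test compounds were applied to CHO-M1 cells previously cultured for 16–30 h at 2000 per well. A small lithium amount accompanied them; after 30 min at 37C, IP1 was quantified by TR-FRET.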
CBFb RUNX1 block = qHTS Assay for Compounds Blocking the Interaction Between CBF-beta and RUNX1 for the Treatment of Acute Myeloid Leukemia; 230,000 tested, under 10 active; AlphaScreen CBFb-His/RUNX1-biotin binding, biochemical; Potency, µM (top dose mostly 59.8 µM), for inactives: top-dose activity, negative = inhibition, hits mostly inhibitors; Runt-related transcription factor 1 (Homo sapiens) + Core-binding factor subunit beta …; also: % of control where 0% means no effect
Target sequence (Q01196 whole entry, looked up): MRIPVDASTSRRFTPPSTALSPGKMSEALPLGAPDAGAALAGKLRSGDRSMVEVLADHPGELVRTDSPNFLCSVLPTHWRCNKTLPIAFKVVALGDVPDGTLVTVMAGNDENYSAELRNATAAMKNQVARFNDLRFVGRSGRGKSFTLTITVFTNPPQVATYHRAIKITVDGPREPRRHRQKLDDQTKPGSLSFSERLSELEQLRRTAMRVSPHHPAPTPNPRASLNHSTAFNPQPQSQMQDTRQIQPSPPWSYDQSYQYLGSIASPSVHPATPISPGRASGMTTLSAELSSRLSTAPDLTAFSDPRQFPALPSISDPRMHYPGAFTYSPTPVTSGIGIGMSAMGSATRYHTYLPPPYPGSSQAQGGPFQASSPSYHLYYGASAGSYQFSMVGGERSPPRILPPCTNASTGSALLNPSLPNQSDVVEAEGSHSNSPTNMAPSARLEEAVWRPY
Target sequence (Q13951 whole entry, looked up): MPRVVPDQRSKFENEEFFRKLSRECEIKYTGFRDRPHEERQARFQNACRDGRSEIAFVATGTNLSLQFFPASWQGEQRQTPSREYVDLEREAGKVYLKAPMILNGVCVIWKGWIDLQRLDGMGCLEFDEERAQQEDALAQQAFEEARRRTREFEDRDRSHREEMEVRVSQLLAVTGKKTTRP
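Proteins preincubated together for 20 min at RT before compound addition; 15 min later, nickel and streptavidin beads were added and left 90 min prior to AlphaScreen measurement.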
SMN2 splice enh = qHTS Assay for Enhancers of SMN2 Splice Variant Expression. HEK293 SMN2-luciferase splicing reporter, luminescence, 30-36 h. Potency, µM (highest dose often 46.1 µM), inactives show at the top dose activity change, positive = activation, actives largely listed as activators. hit rate 2.8% among 210,000. AID 1458, 2008; also: potency is read from the fitted curve at half-maximal effect; % of control where 0% means no effect; nearly all actives have a fitted effect of over 55% in size
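HEK293 cells carry an SMN2 […]–luciferase reporter in which exon 7 inclusion puts luciferase in frame. Cells were plated 10-12 h before compound addition, then incubated 30-36 h at 37C. ONE-Glo luminescence was read; sodium butyrate at 4.5 mM final served as control.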
* = called active by the depositor; ? = inconclusive; nt = not tested or not shown; & = joins results of further samples; [ ] = remark or other dose. Unless noted, calls follow the shape of the dose curve; as a rule, active = well fitted curve in the direction sought with a large enough effect; inconclusive = small, poorly fitted or top-dose-only effect, or another doubt; inactive = no such curve, though single readings can be large; an effect the other way counts as inactive or inconclusive.

SMILES	HTT ATP protect	HttQ103 aggreg	Luc counter	Lamin A splicing	IMPase Li inh	CBFb RUNX1 block	SMN2 splice enh
O=C(O)COc1ccccc1/C=N/NC(=O)c1cccc(S(=O)(=O)Nc2cccc(Cl)c2)c1	4%[10 µM]	10%	3%	-14%[46 µM]	3%	-10%	3%
O=C(N/N=C\c1ccc(Cl)s1)c1cccs1	-26%	-25%	14%	?	32%[38.3 µM]	0%	2%
CNC(=O)C(=O)Nc1ccc(C)cc1C	-26%	2%	0%	15%[46 µM]	-1%	11%	12%
COc1ccc(Cn2c(C)c(C)c(C#N)c2NC(=O)Nc2ccc(F)cc2)cc1	-19%	24%	0%	3%	-1%[38.3 µM]	-10%	-5%
N#C/C(=C/c1ccccc1)C(=O)NCc1ccccc1	-4%[10 µM]	31%	0%	?	4%	2%	-13%
CSc1nnc(C)c(/C=C/Nc2ccc(F)cc2)n1	-19%	-10%	0%	4%	7%[38.3 µM]	-3%	-15%
Cc1ccccc1C(=O)NC(=S)Nc1sc2c(c1C#N)CCCC2	-12%[10 µM]	-8%	7%	?	-8%	5%	-4%
c1ccc2c(CN3CCCCC3)csc2c1	nt	2%	-5%	-1%	4%	-3%	-36%[inhibitor]
CC1(OC(=O)C2CCCC2)C(=O)C=C2C=C(c3ccc(C#N)cc3)OC=C2C1=O (centres undefined)	14%	nt	-2%	nt	7%	-4%	9%
COCCCn1c(=O)/c(=C\c2ccccc2OC(F)F)s/c1=C(/C#N)C(=O)NCCOC	20%[10 µM]	20%[9.22 µM]	nt	nt	nt	2%	nt
NC(=O)CC(NC(=O)c1ccccc1)c1ccc(N2CCC(Br)CC2)c([N+](=O)[O-])c1 (centres undefined)	5%[10 µM]	-3%[9.22 µM]	nt	nt	nt	6%	nt
CC(=O)Nc1ccc(/C(C)=N/NC(=O)CN(c2ccccc2Br)S(C)(=O)=O)cc1	24%[0.074 µM]	11%	3%	-3%	-5%	-13%	-19%
CCn1cc(/C=N\NC(=O)C2(C)CC2(Cl)Cl)c(C)n1 (centres undefined)	nt	7%	-1%	11%	20%	11%	?
O=C(CN1CCN(S(=O)(=O)c2ccc(Cl)cc2)CC1)Nc1ccc2c(c1)OCO2	8%	-12%	-6%	2%	8%[38.3 µM]	-3%	-8%
CN(C)CCCN(C(=O)c1sc2ccccc2c1Cl)c1nc2c(F)cccc2s1	-3%[10 µM]	15%	-1%	-19%	?	-4%	14%
Cn1nnc2cc(C(=O)N3CCC(c4ccccc4)C3)ccc21 (centres undefined)	20%	11%	1%	-2%	27%[38.3 µM]	4%	26%
COC(=O)C(C)Sc1nc(NCc2ccccc2)nc(N(C)C)n1 (centres undefined)	-35%	-6%	-2%	-11%[9.22 µM]	12%	-3%	7%
COCCNCC(=O)Nc1ccc(C)c(S(=O)(=O)N2CCCCC2)c1	-26%	-13%	0%	-7%[46 µM]	0%	3%	-1%
CC(=O)OCC(=O)[C@@]1(O)CCC2C3C[C@H](C)C4=CC(=O)C=CC4(C)C3C(O)CC21C (some centres undefined)	-48%[inhibitor]	-6%	3%[39.9 µM]	?	15%	-9%	nt
CN(CC(=O)NC1CCCCCC1)S(=O)(=O)c1cnc[nH]1	-15%	10%	7%	14%[46 µM]	-6%	5%	-15%

Overlap with the part before: 3 compounds; new compounds follow.
SMILES	HTT ATP protect	HttQ103 aggreg	Luc counter	Lamin A splicing	IMPase Li inh	CBFb RUNX1 block	SMN2 splice enh
COCCNCC(=O)Nc1ccc(C)c(S(=O)(=O)N2CCCCC2)c1	-26%	-13%	0%	-7%[46 µM]	0%	3%	-1%
CC(=O)OCC(=O)[C@@]1(O)CCC2C3C[C@H](C)C4=CC(=O)C=CC4(C)C3C(O)CC21C (some centres undefined)	-48%[inhibitor]	-6%	3%[39.9 µM]	?	15%	-9%	nt
CN(CC(=O)NC1CCCCCC1)S(=O)(=O)c1cnc[nH]1	-15%	10%	7%	14%[46 µM]	-6%	5%	-15%
Cc1ccc(C)c(NC(=S)NNC(=O)c2sccc2C)c1	-4%	-17%	-4%	7%	0%[38.3 µM]	2%	9%
O=C(N/N=C/c1ccccc1[N+](=O)[O-])c1ccc(CN2CCOCC2)cc1	-13%[10 µM]	1%	-4%	-10%	3%	-3%	-1%[1.84 µM]
Cc1ccc(S(=O)(=O)Nc2ccccc2CNC2CCCCC2)cc1	nt	12%	2%	nt	15%	20%	1%
COc1ccc(C2CC(c3cccs3)=NN2S(C)(=O)=O)cc1OC (centres undefined)	4%[10 µM]	10%[9.22 µM]	2%	?	5%	4%	0%
CC1=C(c2ccc(C)cc2)S(=O)(=O)N(CC(=O)O)C1=O	-14%	9%	2%	2%	-1%[38.3 µM]	9%	-3%
O=S(=O)(c1ccc(F)cc1)N1CCN(C(=S)NCc2ccccc2)CC1	2%	18%	0%	-5%[46 µM]	4%	8%	12%
O=C(Cc1ccc(F)cc1)Oc1ccc(C(=S)N2CCCC2)cc1	16%[0.074 µM]	3%	2%	6%	4%	6%	13%
COc1nc(-c2cnccn2)sc1C	3%	?	-3%	8%[46 µM]	1%	26%	16%
CC(C)(C)C(=O)CSc1nc2c(c(-c3cccs3)c1C#N)CCC2	18%[10 µM]	5%	-3%	6%	?	-4%	nt
COc1ccc(CCn2c(=O)c3cccnc3n(Cc3ccc([N+](=O)[O-])cc3)c2=O)cc1OC	-3%[10 µM]	26%	0%	nt	13%	2%	16%
O=C1c2ccc3c4c(ccc(c24)C(=O)N1NC(=O)C(F)(F)F)CC3	-28%	28%[9.22 µM]	3%	4%	29%[38.3 µM]	?	2%
CCOC(=O)CSc1nnc(CNc2nc(-c3ccccc3)cs2)n1C	-25%[10 µM]	?	0%	1%	6%[38.3 µM]	-5%	-7%
Cc1nn2c([nH]c(=O)c3ccccc32)c1C=O	-9%	12%	-4%	16%	10%[38.3 µM]	3%	1%
CCc1nc(N2CCN(S(C)(=O)=O)CC2)c2c3c(sc2n1)CCCC3	-1%[10 µM]	-2%[9.22 µM]	0%	19%[46 µM]	24%	19%	nt
Cc1cccc2c1N(C)C(=O)C2=O	-7%	-5%	-3%	nt	6%	0%	-26%
Cc1cc(C)n(-c2ccc(C(=O)OCC(=O)NCc3ccc(F)cc3)cc2)n1	-13%[1.9 µM]	-17%	4%	-9%	13%	-5%	8%
Cc1cc(C)c2nc(-n3nc(C)cc3N)cc(C)c2c1	-35%[inhibitor]	16%	0%	-3%[46 µM]	7%	-10%	11µM*
N#CCCN(C(=O)COC(=O)c1ccc2c(=O)n3c(nc2c1)CCC3)c1ccccc1	-14%	-12%	3%	1%[46 µM]	-1%	-22%	3%
CC(=O)c1sc(N)c(C(=O)OC(C)C)c1C	-34%	11%	1%	-4%	-10%[38.3 µM]	1%	9%
O=[N+]([O-])c1ccc(C2Oc3ccccc3C3CC(c4ccccc4)=NN32)s1 (centres undefined)	9%[0.074 µM]	-6%	3%	?	16%	-11%	25µM*
CSc1nc(-c2ccc(Cl)cc2)c(C#N)c(=O)n1C	nt	nt	2%	nt	?	-1%	-24%
Cc1ccc(NC(=S)Nc2ccc(OC(F)F)c(Cl)c2)cc1Cl	nt	9%	-1%	?	8%	11%	-13%
O=C(Nc1ccc(C2=NCCN2)cc1)c1ccc(C(=O)Nc2ccc(C3=NCCN3)cc2)c([N+](=O)[O-])c1	4%[10 µM]	-7%[9.22 µM]	nt	nt	nt	-5%	nt
Cn1c(=O)c([N+](=O)[O-])c(N2CCN(Cc3ccc4c(c3)OCO4)CC2)c2ccccc21	19%[10 µM]	-3%[9.22 µM]	nt	nt	nt	-1%	nt
COc1cc2c(cc1OC)-c1cc(OCCN3CCOCC3)nc(=O)n1CC2	-27%[0.074 µM]	-1%	9%	-3%	?	5%	7%
Cc1ccc(-c2noc(CCC(N)=O)n2)cc1	-3%	-1%	-3%	9%	5%[38.3 µM]	2%	15%
COc1cc2c(cc1OC)-c1nc3ccccc3c(=O)n1C(C)(C)C2	1%[10 µM]	9%	-3%	3%	19%[38.3 µM]	-2%	9%
C=CCN1N=C(/C=C/c2ccccc2)CCC1=O	-19%	7%	-3%	-15%[9.22 µM]	0%	10%	16%
CC(=O)c1c(C)nc2cc(Cl)ccc2c1N	-9%[0.074 µM]	-2%	-2%	-3%	16%[38.3 µM]	-1%	28%
Cc1nnc(SCC(=O)NC23CC4CC(CC(C4)C2)C3)n(N)c1=O	26%	-16%	2%	?	-5%	1%	14%
Fc1ccc(CSc2nncn2NCc2ccc3c(c2)OCO3)cc1	-6%	-19%	-2%	-4%	21%[38.3 µM]	7%	-3%
Cc1cccc(Cn2c(SCCO)nc3c2c(=O)n(C)c(=O)n3C)c1	-3%[10 µM]	-20%	-3%	?	8%[38.3 µM]	2%	-18%
O=c1[nH][nH]c(=S)n1C1CCCCC1	-23%[10 µM]	-13%[9.22 µM]	nt	nt	nt	-2%	nt
S=c1[nH]nc(COc2ccccc2)n1/N=C/C=C/c1ccccc1	3%[10 µM]	0%	6%	-12%	-12%	-20%	4%
Cc1onc(-c2ccccc2)c1C(=O)NNC(=S)NC(=O)c1ccc(Cl)cc1Cl	nt	?	4%	2%	-7%	-25%	6%
COc1ccc(CCNC(=O)COC(=O)CCC(=O)c2ccc(F)cc2)cc1OC	-9%	4%	-3%	nt	-4%	-8%	16%
CCOC(=O)c1sc(N=NC2=C(O)CC(C)(C)CC2=O)c(C(=O)OCC)c1C	-30%	2%	1%	?	5%	-8%	15%
CC(=O)Oc1ccc(N(C(C)=O)S(=O)(=O)c2cccs2)cc1	-17%[0.074 µM]	-10%	2%	-16%	28%[38.3 µM]	10%	?
CC(C)C(=O)c1c(C(C)C)nn2ccccc12	0%	nt	-8%&1%	-14%	3%&13%	11%	-17%
Cc1nn(Cc2ccccc2)c(Cl)c1/C=C/C(=O)OCC(=O)N(C)C1CCS(=O)(=O)C1 (centres undefined)	-3%	-2%	0%	27%[46 µM]	4%	-4%	-13%

Compounds as they come. Share with any hit: about 4%.
